# Runt-SMMHC FRET = inhibitors of RUNX1 Runt–CBFb-SMMHC binding, primary screen, biochemical, FRET, Cerulean-Runt, Venus-CBFb-SMMHC, uHTS; Cerulean-Runt/Venus-CBFb-SMMHC FRET ratio 530/480, 1 h; inhibition, % at 20 µM; actives 0.74% (n = 220,000); AID 1434, 2008;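 active = mean inhibition across duplicate retests at 20 µM reaching about 50%, limit read from the data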;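 also: 0% = DMSO wells and 100% = wells with excess untagged CBFb-SMMHC; inhibitors lower the FRET ratio by blocking Runt binding to CBFb-SMMHC; some results filed as inactive read as strong as hits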
# Calpain2 inh = inhibitors of pig calpain II, primary screen, biochemical, fluorogenic peptide substrate, 1536-well | purified calpain II, 30 min | inhibition, % at 16 µM | actives 0.37% (n = 220,000);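 active = inhibition above about 50%, limit read from the data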
# p97 ATPase inh = inhibitors of human p97 ATPase, primary screen, biochemical | Transitional endoplasmic reticulum ATPase (Homo sapiens), P55072 | recombinant p97 ATPase, Kinase-Glo ATP luminescence, 3 h | inhibition, % at 8 µM | actives 0.42% (n = 220,000); in the data active = inhibition above about 15%;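 also: 0% = DMSO vehicle and 100% = wells lacking enzyme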
# TbHK1 inh = Trypanosoma brucei hexokinase 1 inhibitors, primary screen, biochemical, G6PDH-coupled NADH absorbance, MLSCN library. hexokinase 1 [Trypanosoma brucei]. recombinant TbHK1, G6PDH-coupled NADH A340. inhibition, % at 10 µM. actives 0.11% (n = 220,000). AID 1430, 2008;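 active = inhibition of 50% or more in the single-dose primary screen; inactive = inhibition below 50%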
# RBBP9 inhibitor = human RBBP9 inhibitors, primary screen, biochemical, fluorescence polarization, FP-Rh probe, HTS. Serine hydrolase RBBP9 (Homo sapiens), O75884. recombinant RBBP9. inhibition, % at 7.94 µM. actives 0.2% (n = 220,000). AID 1515, 2009;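 active = inhibition above the campaign mean of all tested compounds plus 3 SD, cut at about 14% in these data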;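 also: plate controls were DMSO wells with RBBP9 for no effect and wells lacking RBBP9 protein for full effect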
# Target sequence (O75884 whole entry, looked up): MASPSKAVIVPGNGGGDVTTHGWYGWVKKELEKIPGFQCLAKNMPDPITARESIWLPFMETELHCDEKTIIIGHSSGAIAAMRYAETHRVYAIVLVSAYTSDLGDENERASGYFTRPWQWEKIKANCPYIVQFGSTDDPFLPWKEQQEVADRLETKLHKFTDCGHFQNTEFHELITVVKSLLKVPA
#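 System: RBBP9 protein / Quantity: 2.5 µM RBBP9 dispensing solution, before mixing / Also added: Serine-hydrolase probe FP-Rh, 375 nM pre-mixing / Dosing: 7.94 µM single dose, 0.794% DMSO / Timing: enzyme-compound preincubation 30 min, then probe labeling 45 min, 25 °C / Signal: FP readout at 525/598 nm / Controls: DMSO-treated enzyme wells and wells lacking RBBP9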
# EBV gp42 inh = Epstein-Barr virus gp42 inhibitors, primary screen, biochemical, uHTS, fluorescence polarization. Glycoprotein 42 (Epstein-Barr virus (strain AG876)), Q1HVG2. Fluorescence polarization binding assay, mP read-out. inhibition, % (tested at 21.74 µM). actives 0.42% (n = 220,000); in the data active = inhibition above about 50%
# Target sequence (Q1HVG2 whole entry, looked up): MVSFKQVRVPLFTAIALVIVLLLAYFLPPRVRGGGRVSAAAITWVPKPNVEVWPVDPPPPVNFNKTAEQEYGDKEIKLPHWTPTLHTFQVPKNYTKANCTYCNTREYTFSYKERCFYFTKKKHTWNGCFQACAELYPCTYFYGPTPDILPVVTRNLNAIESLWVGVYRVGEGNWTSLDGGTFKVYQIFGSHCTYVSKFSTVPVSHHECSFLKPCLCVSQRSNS
# p47phox inh = p47phox/p22phox peptide binding inhibitors, primary screen, biochemical, uHTS, NADPH oxidase regulatory subunit | Neutrophil cytosol factor 1 (Homo sapiens), P14598 | inhibition, % at 24.7 µM | AID 1274, 2008 | actives 0.53% (n = 220,000) | fluorescence polarization, 2 h;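 active = inhibition above about 30%, limit read from the data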;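 also: 0% = p47phox with labelled peptide and 100% = labelled peptide alone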
# Target sequence (P14598 whole entry, looked up): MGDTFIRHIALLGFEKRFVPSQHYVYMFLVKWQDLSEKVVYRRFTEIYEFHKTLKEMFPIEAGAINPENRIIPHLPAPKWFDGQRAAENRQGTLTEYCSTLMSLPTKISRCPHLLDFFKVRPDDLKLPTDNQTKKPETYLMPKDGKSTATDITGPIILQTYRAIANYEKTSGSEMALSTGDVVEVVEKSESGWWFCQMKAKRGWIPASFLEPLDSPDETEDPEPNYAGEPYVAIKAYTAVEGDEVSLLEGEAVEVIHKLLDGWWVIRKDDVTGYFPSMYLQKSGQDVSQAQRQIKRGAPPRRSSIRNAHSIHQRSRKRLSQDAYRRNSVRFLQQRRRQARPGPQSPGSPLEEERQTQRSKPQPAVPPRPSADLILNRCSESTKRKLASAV
# Furin inh = human furin inhibitors, primary screen, biochemical, fluorescence intensity. purified furin, fluorogenic substrate cleavage. AID 463115, 2010. inhibition, % at 30 µM. actives 0.061% (n = 220,000); in the data active = inhibition above about 25%; also: inactives centre near -15
# Runt-CBFb FRET = inhibitors of RUNX1 Runt–CBFb binding, primary screen, biochemical, FRET, Cerulean-Runt, Venus-CBFb, uHTS; Runt-related transcription factor 1 (Homo sapiens) + Core-binding factor subunit beta …; Cerulean-Runt/Venus-CBFb FRET ratio 530/480, 1 h; inhibition, % at 20 µM; actives 0.46% (n = 220,000);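 active = inhibition over about 50% at 20 µM in the single-dose screen, limit read from the data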;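 also: 0% = DMSO wells and 100% = excess unlabeled CBFb competitor control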
#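 Assay system: Cerulean-Runt domain / Medium: Tris 50 mM pH 7.5, KCl, K2SO4, 0.01% BSA / Timing: protein complex preformed 1 h, compound exposure 1 h, room temperature, dark / Measured by: FRET, excitation 422 nm, emission at 530 and 480 nm / Evaluation: loss of energy transfer signal / Control set: 5 µM unlabeled CBFb as full-inhibition high control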
# An asterisk follows results filed as active; . = not tested or not shown; [ ] = remark or other dose.
# Order of results: p47phox inh	Calpain2 inh	Furin inh	TbHK1 inh	Runt-SMMHC FRET	RBBP9 inhibitor	EBV gp42 inh	p97 ATPase inh	Runt-CBFb FRET
COc1ccc2c(c1)CC/C(=C/c1ccco1)C2=O
→ -17	-7	-9	-22	-35	-4	10	-6	10
CCCCSc1nc(C)cc(SCC(=O)N/N=C/c2cccc(OC)c2O)n1
→ 12	-13	-14[20 µM]	12	49	2	1	3	17
Cc1ccc(/C=C/c2nnc(-c3ccc(C)cc3)o2)cc1
→ -19	13	-11[20 µM]	-9	-7	0	-1	-5	-6
O=C(Nc1cccc2c1C(=O)NC2=O)c1ccccc1[N+](=O)[O-]
→ -4	-309	-27	-13	-18	-1	-7	9	-12
Cc1c([N+](=O)[O-])c([N+](=O)[O-])nn1CC(=O)NCc1cccnc1
→ 2	-1	-24	-6	1	5	4	8	2
COc1ccccc1C(=O)Nc1nc(-c2ccc(S(=O)(=O)N3CCOCC3)cc2)cs1
→ -33	-286	7[20 µM]	-16	2	-26	-6	-6	-1
CCOC(=O)C1=C(c2ccccc2)N=C2SCC(=O)N2C1c1ccc(OC)c(OC)c1 (centres undefined)
→ -15	2	-10[20 µM]	-13	-7	-6	-4	2	0
COCCOC(=O)C1=C(C)NC(=O)N(C(C)=O)C1c1ccc(Cl)cc1 (centres undefined)
→ -2	-25	-9	2	7	15*	-5	4	-1
CCCCN=C1C([N+](=O)[O-])=CC=C2C1=NC1(CCCCC1)N2O
→ 103*	7	-21	-1	-6	-4	-12	3	-4
CCOc1ccccc1CN1C(=O)c2ccccc2C1C(=O)NCC1CCCO1 (centres undefined)
→ -4	-10	-22[20 µM]	6	2	-2	-18	4	0
CCn1ncc([N+](=O)[O-])c1C(=O)NC1CCCCC1
→ -6	-7	-20	-7	-5	-9	-3	0	2
Cc1nc2ccccc2nc1N/N=C/c1ccc(O)cc1
→ -13	23	-16	-26	-6	0	-11	11	-3
CSc1ccc(Cl)c(C(=O)Nc2ccc(Cl)cn2)c1
→ 1	10	-10	5	-5	0	4	-3	0
CCN1CCN(S(=O)(=O)c2ccc3c(c2)OCCO3)CC1
→ -7	-6	-15[20 µM]	-1	3	-9	-17	2	1
CCNC(=S)NN(c1ccccc1)c1ccccc1
→ -8	16	2[20 µM]	2	-4	-10	-31	-5	2
O=C(NCCc1ccccc1)c1n[nH]c2ccccc12
→ -4	-26	-27	2	4	5	-6	1	-1
O=C(C1CCCN(S(=O)(=O)c2ccccc2)C1)N1CCCCCC1 (centres undefined)
→ -6	-6	-33	6	0	-10	-2	3	-1
CCN(CC(=O)Nc1ccccc1OC)CC(=O)Nc1c(Cl)ccc(C)c1Cl
→ -9	-3	-32	0	0	5	-27	3	0
COc1ccc(CC(=O)Nc2nc(-c3cccc([N+](=O)[O-])c3)cs2)cc1
→ 1	-3	-5	3	3	-14	-6	0	1
O=C(NC1(C(F)(F)F)NC(=O)N(C2CCCCC2)C1=O)c1ccco1 (centres undefined)
→ 1	11	-18	-2	3	-4	4	-2	-2

# A few values from above:
# O=C(C1CCCN(S(=O)(=O)c2ccccc2)C1)N1CCCCCC1 (centres undefined) in Runt-SMMHC FRET: 0
# COc1ccc(CC(=O)Nc2nc(-c3cccc([N+](=O)[O-])c3)cs2)cc1 in EBV gp42 inh: -6

# Next section
# Order of results: p47phox inh	Calpain2 inh	Furin inh	TbHK1 inh	Runt-SMMHC FRET	RBBP9 inhibitor	EBV gp42 inh	p97 ATPase inh	Runt-CBFb FRET
O=C(/C=C/c1ccco1)N(Cc1ccc(F)cc1)C1CCS(=O)(=O)C1 (centres undefined)
→ -9	-12	-9	-24	-3	5	-6	7	2
O=C(NCCN1CCOCC1)c1ccc(CSc2nc3ccncc3n2Cc2ccc(F)cc2)cc1
→ 0	12	-36	-5	3	3	-10	2	1
CCCCN(C)CCC(=O)Nc1ccc(Cl)cc1
→ -5	-6	-5	3	2	-9	-19	5	-1
CSc1ccccc1NC(=O)N1CCC(CO)(CC2CCCCO2)CC1 (centres undefined)
→ 2	5	-17	-1	.	0	-10	0	.
O=C(COC(=O)c1ccc(Br)o1)NC1CCCCC1
→ 3	15	-17	-6	1	2	-12	3	0
O=C1CC(c2ccc(F)cc2)SC(N(c2ccccc2)c2ccccc2)=N1 (centres undefined)
→ -8	35	-4	4	1	-9	14	-8	-4
CCN(Cc1cc2ccccc2[nH]c1=O)S(=O)(=O)c1ccccc1
→ -1	-4	-6[20 µM]	-11	-17	1	4	-3	0
CC(=O)c1cc2c(cc1NC(=O)c1ccccc1C)OCO2
→ -2	-85	-9	2	2	-10	2	-4	1
COc1cc(C2C(C(=O)c3ccc(C)o3)=C(O)C(=O)N2CCc2ccccc2)ccc1O (centres undefined)
→ -5	-52	-7	-8	1	-4	-9	3	1
CCN(CC)C(=O)C(C)N(C#N)c1nc(Cl)nc(N(C)C)n1 (centres undefined)
→ -5	-32	-27	2	-1	-1	-2	5	-4

# Four of these compounds in another layout:
CCCCN(C)CCC(=O)Nc1ccc(Cl)cc1
- p47phox inh = -5
- Calpain2 inh = -6
- Furin inh = -5
- TbHK1 inh = 3
- Runt-SMMHC FRET = 2
- RBBP9 inhibitor = -9
- EBV gp42 inh = -19
- p97 ATPase inh = 5
- Runt-CBFb FRET = -1
CSc1ccccc1NC(=O)N1CCC(CO)(CC2CCCCO2)CC1 (centres undefined)
- p47phox inh = 2
- Calpain2 inh = 5
- Furin inh = -17
- TbHK1 inh = -1
- Runt-SMMHC FRET = .
- RBBP9 inhibitor = 0
- EBV gp42 inh = -10
- p97 ATPase inh = 0
- Runt-CBFb FRET = .
O=C(COC(=O)c1ccc(Br)o1)NC1CCCCC1
- p47phox inh = 3
- Calpain2 inh = 15
- Furin inh = -17
- TbHK1 inh = -6
- Runt-SMMHC FRET = 1
- RBBP9 inhibitor = 2
- EBV gp42 inh = -12
- p97 ATPase inh = 3
- Runt-CBFb FRET = 0
O=C1CC(c2ccc(F)cc2)SC(N(c2ccccc2)c2ccccc2)=N1 (centres undefined)
- p47phox inh = -8
- Calpain2 inh = 35
- Furin inh = -4
- TbHK1 inh = 4
- Runt-SMMHC FRET = 1
- RBBP9 inhibitor = -9
- EBV gp42 inh = 14
- p97 ATPase inh = -8
- Runt-CBFb FRET = -4

# Further structures follow:
# Order of results: p47phox inh	Calpain2 inh	Furin inh	TbHK1 inh	Runt-SMMHC FRET	RBBP9 inhibitor	EBV gp42 inh	p97 ATPase inh	Runt-CBFb FRET
CCOC(=O)N1CCN(C(=O)c2csc3c2CCCCC3)CC1
→ -6	-11	-12[20 µM]	-5	-5	-3	-7	2	-1
Cc1cccc(Nc2nc(N)nc(CN3CCN(c4ccccc4)CC3)n2)c1
→ -8	29	-22	-1	2	-4	1	3	-2
CN1CCN(C(=O)CCc2nc(-c3ccc(Cl)cc3)no2)CC1
→ -1	-15	-23	0	1	7	-5	4	0
CC(Oc1ccc(Br)cc1)C(=O)Nn1c(=S)[nH]c2ncccc2c1=O (centres undefined)
→ -3	5	-16	-6	3	-3	-26	7	0
N#Cc1cc(C(=O)c2cc(F)ccc2O)cn(-c2nccs2)c1=O
→ -53	-13	-3	-4	-224	-11	21	1	-274
O=C(Nc1nnc(CSCc2ccccc2F)s1)c1cccc([N+](=O)[O-])c1
→ -15	-8	-11	0	3	5	-12	-1	4
CCN(CC1COc2ccccc2O1)C(=S)Nc1ccccc1 (centres undefined)
→ -4	-9	-15[20 µM]	0	2	-3	-17	-2	-1
Cc1cc(C)nc(/N=C(\N)Nc2ccc([N+](=O)[O-])cc2)n1
→ 3	11	-2	-2	0	2	-7	3	-1
O=C(O)c1cc(-c2ccccc2)n(-c2ccccc2C(=O)O)n1
→ -15	-11	-20	-2	-6	-9	-4	1	4
COc1ccc(S(=O)(=O)N2CCOCC2)cc1NC(=O)CO/N=C/c1ccccc1OC(F)F
→ -8	1	-13	-4	-3	-7	-6	10	-4
COC(=O)c1ccccc1OCCCN(C)C
→ -8	15	1	-2	1	-3	0	-1	-5
CC(=O)Cc1nsc(NC(=O)c2cccc(F)c2)n1
→ 5	18	-20	-3	2	-20	-9	-4	2
CC(=O)OC[C@H]1O[C@H](C/C=N/O[C@@H](C)c2cn([C@H](CO)Cc3ccccc3)nn2)C=C[C@@H]1OC(C)=O
→ -4	-14	-15	2	-3	-1	-15	4	-2
CN(C)S(=O)(=O)c1ccc(N2CCCC2)c(C(=O)Nc2ccc(N3CCOCC3)cc2)c1
→ -10	-28	-7[20 µM]	-14	-1	-6	-7	3	4
CC(C)(C)CC(C)(C)Nc1c(-c2ccc(O)cc2)nc2cnccn12
→ .	.	-16[20 µM]	3	.	-1	.	-2	.
Cc1nc(N2CCOCC2)c2oc3ccccc3c2n1
→ -6	-1	-17	-10	-4	-3	3	-2	-1
COc1ccccc1NC(=O)CN1CCC(c2nc3ccc(C)cc3[nH]2)CC1
→ -8	22	-12	2	2	1	-15	4	0
COCC(=O)NC1CC2CCC(C1)N2C(=S)Nc1ccccc1C(=O)OC (centres undefined)
→ 3	-12	-20	-4	-3	-7	-9	7	-1
COc1ccc(N(C(=O)CNC(=O)c2ccco2)C(C(=O)NC2CCCCC2)c2ccco2)cc1 (centres undefined)
→ -7	0	-17	4	6	-1	-5	-2	-3
CC(C)OCC(O)CN1CCN(C(c2ccccc2)c2ccccc2)CC1 (centres undefined)
→ -6	39	-7	7	0	3	-7	-4	-3
COc1ccc(-c2csc3nc(C)n(-n4cccc4)c(=O)c23)cc1
→ .	.	-19	-2	-5	-11	.	1	-4
CCn1cc[n+](C)c1P(c1ccccc1)c1ccccc1
→ -10	6	-27	3	1	-5	-14	7	-2
COc1ccc(CCN2C(=O)NC(NC(=O)C(C)(C)C)(C(F)(F)F)C2=O)cc1OC (centres undefined)
→ 3	18	-6	-1	3	-8	-5	-2	-2

# Record cards, from the list above. Order of values: p47phox inh	Calpain2 inh	Furin inh	TbHK1 inh	Runt-SMMHC FRET	RBBP9 inhibitor	EBV gp42 inh	p97 ATPase inh	Runt-CBFb FRET
# COc1ccc(N(C(=O)CNC(=O)c2ccco2)C(C(=O)NC2CCCCC2)c2ccco2)cc1 (centres undefined) in the list: -7	0	-17	4	6	-1	-5	-2	-3
# CC(=O)OC[C@H]1O[C@H](C/C=N/O[C@@H](C)c2cn([C@H](CO)Cc3ccccc3)nn2)C=C[C@@H]1OC(C)=O in the list: -4	-14	-15	2	-3	-1	-15	4	-2
# COC(=O)c1ccccc1OCCCN(C)C in the list: -8	15	1	-2	1	-3	0	-1	-5

# Source: PubChem BioAssay
